Screens deposited in PubChem BioAssay by several laboratories.
FLuc stim CS: firefly luciferase counter-screen for stimulation assays. P08659. ATPlite luciferase biochemical, luminescence, 10 min; 0 = ATP-free wells, 1 = DMSO control. activation factor at 10 µM. 200,000 tested, under 10 active. AID 1027;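 active means luciferase activation factor, scaled between plate controls, of at least 2 with compound at 10 µM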
Target sequence (P08659 whole entry, looked up): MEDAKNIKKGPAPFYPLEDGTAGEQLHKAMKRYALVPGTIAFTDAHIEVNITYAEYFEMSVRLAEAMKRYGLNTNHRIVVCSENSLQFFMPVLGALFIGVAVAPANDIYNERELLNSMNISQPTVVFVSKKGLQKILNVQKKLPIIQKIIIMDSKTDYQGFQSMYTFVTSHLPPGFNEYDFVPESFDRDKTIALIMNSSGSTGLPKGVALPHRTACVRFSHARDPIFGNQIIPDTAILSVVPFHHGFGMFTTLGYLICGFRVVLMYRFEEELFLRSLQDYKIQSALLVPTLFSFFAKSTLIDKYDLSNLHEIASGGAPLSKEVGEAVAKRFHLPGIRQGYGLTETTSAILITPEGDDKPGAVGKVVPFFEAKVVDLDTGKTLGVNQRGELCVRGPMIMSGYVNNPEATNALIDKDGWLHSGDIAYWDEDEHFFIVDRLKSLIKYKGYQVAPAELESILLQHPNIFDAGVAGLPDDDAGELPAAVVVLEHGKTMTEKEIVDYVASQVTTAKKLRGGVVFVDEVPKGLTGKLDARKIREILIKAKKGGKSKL
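test system = cell-free luciferase reagent | medium = PBS as buffer for the ATP substrate | dosing = test compounds dosed from 2 mM stocks in 100% DMSO | incubation = 10 min at ambient temperature | detection = luminescence measurement of luciferase light output | benchmarks = low control with PBS replacing ATP, high control enzyme plus ATP without compound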
APP 5'UTR act: activates APP 5'UTR luciferase reporter. hit rate 1% among 190,000. activation, % at 2 µM. SH-SY5Y APP 5'UTR luciferase reporter, luminescence; zero percent = DMSO vehicle wells;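 active means activation above a set limit, based on mean plus 3 SD of controls, cut at about 140% in these data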; further: values of inactives mirror those of a sister screen read the other way
bIAP activator: increases bovine intestinal alkaline phosphatase activity. purified bovine IAP, CDP-star luminescence, 30 min; hits give high values; fold of DMSO-control signal, blank-subtracted. activation factor at 20 µM. hit rate 0.17% among 200,000. AID 1016;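 active means activation factor of 2 or more at 20 µM, a signal rise over negative controls twice the positive control's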
TNAP act hiacc: TNAP (human) activation, high acceptor. AID 1136. purified TNAP, CDP-star luminescence, 1 M DEA, 30 min; hits give high values; 0 = EDTA background, 1 = DMSO-only activity. P05186. activation factor at 20 µM. 200,000 tested, under 10 active;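 active means activation factor at least 2 at 20 µM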
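Measured by: Luminescent substrate turnover signal | Test system: Human TNAP | Input: TNAP 1/800 final | Dosing: 20 µM single point | Schedule: 30 min, room temperature | Controls: EDTA wells as negative control, DMSO wells as positive control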
TNAP inh no acc: TNAP (human) inhibition, acceptor-free conditions. inhibition, % at 20 µM. purified TNAP, CDP-star luminescence, 30 min. hit rate 0.26% among 200,000. AID 1012. P05186;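 active means tissue-nonspecific alkaline phosphatase inhibition above about 50% at 20 µM in the single-dose screen, limit read from the data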;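 further: 0% = DMSO negative control and 100% = EDTA positive control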
NF-kB expr up: compounds increasing NF-kB expression in human neuronal cells; NF-kB reporter expression; hits give high values; fold change at 12.5 µM; hit rate 1.6% among 190,000; in the data active means fold change above about 3.3
PMI activator: phosphomannose isomerase (human) activation. P34949. purified human PMI, coupled resazurin fluorescence, 20 min; hits give high values; 1 = vehicle control, 0 substrate-free wells. activation factor at 20 µM. hit rate 0.005% among 190,000. AID 1214;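 active means activation factor of 2 or more at 20 µM, relative to plate controls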
Target sequence (P34949 whole entry, looked up): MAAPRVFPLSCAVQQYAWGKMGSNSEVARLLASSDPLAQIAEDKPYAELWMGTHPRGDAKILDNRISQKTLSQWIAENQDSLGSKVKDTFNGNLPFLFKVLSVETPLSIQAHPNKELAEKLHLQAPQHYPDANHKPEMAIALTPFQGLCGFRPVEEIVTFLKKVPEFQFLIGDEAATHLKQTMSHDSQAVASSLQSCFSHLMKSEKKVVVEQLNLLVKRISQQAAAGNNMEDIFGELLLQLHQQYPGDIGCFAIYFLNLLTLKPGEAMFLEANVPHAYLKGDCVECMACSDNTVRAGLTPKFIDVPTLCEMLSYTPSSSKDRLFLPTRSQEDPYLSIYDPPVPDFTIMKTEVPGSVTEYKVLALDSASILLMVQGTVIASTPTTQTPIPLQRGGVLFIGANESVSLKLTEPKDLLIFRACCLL
FLuc inhib CS: inhibits firefly luciferase, flagging false hits in luciferase inhibition screens; P08659; ATPLite firefly luciferase biochemical luminescence, 10 min; inhibition, % at 10 µM; hit rate 1.5% among 200,000; AID 1006;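 active means inhibition above about 50% when tested at 10 µM, limit read from the data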
PMI act satM6P: PMI (human) activation, high substrate; coupled PMI enzyme assay, resazurin fluorescence, 20 min; hits give high values; 1 = untreated enzyme, 0 = substrate-free blank; activation factor at 20 µM; P34949; hit rate 0.34% among 190,000;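 active means activation factor of 2 or more at 20 µM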
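Material: human phosphomannose isomerase with PGI, G6PDH, diaphorase coupling enzymes / Reagent: Man-6-P substrate 1.0 mM / Dosing: single compound dose of 20 µM, 1% DMSO final / Incubation: enzyme reaction with compound 20 min at room temperature / Signal: resorufin fluorescence (Ex 544/Em 590 nm) from resazurin via diaphorase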
TNAP inh hi DEA: TNAP (human) inhibition, high acceptor | P05186 | purified TNAP, CDP-star luminescence, 1 M DEA | inhibition, % at 20 µM | hit rate 0.03% among 200,000 | AID 1135;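 active means over 50% inhibition of tissue-nonspecific alkaline phosphatase at 20 µM in the single-dose screen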;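 further: plate controls were DMSO wells for no effect and EDTA-quenched wells as full inhibition for full effect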
Active calls of the source: *; / = no result given.

| structure | FLuc stim CS | APP 5'UTR act | bIAP activator | TNAP act hiacc | TNAP inh no acc | NF-kB expr up | PMI activator | FLuc inhib CS | PMI act satM6P | TNAP inh hi DEA |
| --- | --- | --- | --- | --- | --- | --- | --- | --- | --- | --- |
| CC1CN(Cc2c(O)ccc3c(=O)c(-c4ccccc4)coc23)CC(C)O1 (configuration not stated) | 1.1 | 12.9 | 0.9 | 1.1 | -11.9 | 1.46 | / | -5.7 | / | -6.0 |
| CC(C)(O)C(=O)NNC(=S)NCc1ccco1 | 1 | -11.4 | 1.2 | 1 | -41.7 | 0.94 | 0.9 | -4.2 | 0.9 | -3.4 |
| O=S1(=O)CC(O)C(NCc2ccco2)C1 (configuration not stated) | 1 | -1.3 | 0.9 | 1 | -11.9 | 0.91 | 1 | -4.4 | 1.1 | -3.6 |
| COc1cccc(NC(=O)Nc2ccccc2SC)c1 | 1 | 28.6 | 1 | 1 | -6.7 | 1.7 | 0.8 | 3.8 | 0.9 | -1.6 |
| COc1ccc(NS(=O)(=O)c2ccc(Oc3cccc(C(=O)O)c3)cc2)cc1 | 1.1 | 5.9 | 1 | 1.1 | -12.7 | 1.3 | 1 | -5.8 | 0.9 | -5.1 |
| Cc1ccc(-c2cnc(NC(=O)CCC(=O)N(C)Cc3ccccc3)n2C)cc1 | 1.1 | 9.0 | 1 | 1.1 | -7.3 | 0.85 | 0.8 | -5.7 | 0.8 | -5.2 |
| CCOc1cc(/C=C2\C(=O)N(c3cccc(C(F)(F)F)c3)C(=O)c3ccccc32)ccc1O | 1.1 | 13.4 | 0.9 | 1 | 32.9 | 1.14 | 1.1 | -12.0 | 0.9 | 1.9 |
| CCOc1ccc(C2CC(c3ccc(OC)cc3)n3ncnc3N2)cc1 (configuration not stated) | 1 | 10.9 | 0.9 | 1 | -7.8 | 1.32 | 0.8 | -3.8 | 0.8 | 2.0 |
| CCN(CC(=O)NC(C)(C)C)C(=O)CCl | 1 | 7.3 | 0.9 | 1.1 | -9.5 | 0.97 | 1.1 | -3.4 | 1.1 | -5.4 |
| COC(=O)C1=C(C)N(C)C(C)=C(C(=O)OC)C1c1ccncc1 | 1.1 | / | 1 | 1.1 | -13.4 | 0.98 | 0.9 | -6.3 | 0.9 | -7.6 |
| O=C(Oc1ccc(=O)n(-c2ccccc2)n1)c1ccccc1 | 1 | -4.8 | 1 | 1 | -5.3 | 1.23 | 1 | -2.5 | 1 | -1.4 |
| O=C(OCc1nc2ccccc2s1)c1ccco1 | 0.8 | 87.0 | 0.8 | 1.1 | -17.4 | 1.12 | 1.1 | 21.5 | 1 | -6.7 |
| CCC(=O)N1CCc2cc(S(=O)(=O)CCC(=O)Nc3ccc(C)c(F)c3)ccc21 | 1.1 | 0.7 | 1 | 1 | -5.3 | 1.18 | 1.1 | -5.4 | 0.9 | 2.2 |
| CC(=O)c1nc(N2C(=O)CC(Cc3cc(C)cc(C)c3)C2=O)sc1C (configuration not stated) | 1.1 | -3.4 | 1 | 1 | -6.1 | 1.03 | 1 | -7.6 | 1.1 | 0.4 |
| CC(NC(=O)CCc1nnc(Cc2cccc(C(F)(F)F)c2)o1)C1CC1 (configuration not stated) | 1.1 | 27.6 | 1 | 1 | -10.0 | 2.03 | 0.9 | -5.7 | 0.8 | -4.7 |
| O=C(OCc1cccc([N+](=O)[O-])c1)c1cc(=O)[nH]c2ccccc12 | 1 | 5.7 | 1 | 1 | -0.6 | 0.96 | 0.8 | -3.6 | 0.9 | 0.6 |
| CC(C)C(c1nnnn1Cc1cccs1)N1CCN(c2ccccc2)CC1 (configuration not stated) | 1.1 | -8.0 | 1 | 1.1 | -13.1 | 1.23 | 1 | -7.2 | 1 | -5.7 |
| CN1C(=O)CCC1(O)c1ccccc1 (configuration not stated) | 1 | 15.0 | 0.9 | 1 | -3.5 | 1.05 | 1 | -3.3 | 1.1 | 0.4 |
| Cn1nnnc1SCc1nnc(-c2ccccc2Br)o1 | 1 | 17.2 | 1 | 1 | -7.9 | 1.42 | 1 | -1.9 | 1 | -3.2 |
| C/C(N)=C(/C#N)C(=O)COC(=O)C1CCN(C(=O)c2ccc(Cl)cc2)CC1 | 1 | 9.4 | 1 | 1 | -21.4 | 0.99 | 1 | -3.1 | 1 | -2.4 |
| COc1cc(NC(=S)Nc2ccccn2)cc(OC)c1OC | 1.1 | -2.4 | 0.9 | 1 | -6.3 | 1.38 | 0.9 | -7.7 | 0.9 | -3.3 |
| Cc1cc(C)n(-c2nc3ccccc3n3cnnc23)n1 | 1.1 | -13.5 | 0.9 | 1 | -7.7 | 1.09 | 1 | -5.4 | 1 | 0.1 |
| Cc1ccc(C(=O)N/N=C/c2nc3ccccc3n2C)cc1 | 0.9 | -8.0 | 1 | 1 | 16.6 | 0.78 | 0.8 | 11.6 | 0.8 | 2.6 |
| O=C(Cn1cc(C(=O)C2CCCCC2)c2ccccc21)NCC1CCCO1 (configuration not stated) | 1 | 17.4 | 1.2 | 1 | -8.3 | 1.1 | 1.1 | 1.3 | 1 | -2.5 |
| COc1cc(-c2nnc(SCC(=O)NC3CCS(=O)(=O)C3)o2)cc(OC)c1OC (configuration not stated) | 1.1 | -8.6 | 1.1 | 1.1 | -43.7 | 1.27 | 1.1 | -7.2 | 1.1 | -6.3 |
| O=C1OC(Oc2ccccc2)(c2ccccc2)c2ccccc21 (configuration not stated) | 1 | 7.3 | 0.7 | 1 | -7.4 | 1.1 | 1 | -1.7 | 1 | -0.3 |
| C=COCCNC(=S)N1CCOCCOCCN(C(=S)NCCOC=C)CCOCC1 | 1.1 | 29.4 | 1.1 | 1 | -12.1 | 1.16 | 1 | -6.2 | 0.9 | -3.5 |
| Cc1ccc(-c2nnc(NCc3ccccc3)c3ccccc23)cc1 | 1 | 0.5 | 0.9 | 1 | -3.9 | 1.03 | 0.8 | -1.4 | 0.9 | -1.0 |
| CCOc1[nH]n(-c2ccccc2)c(=O)c1C=Nc1ccccc1 | 1 | 23.6 | 1 | 1 | -11.9 | 1.08 | 1.1 | -2.2 | 1.1 | -3.0 |
| CCCCOC(=O)c1ccc(S(N)(=O)=O)o1 | 1.1 | -10.4 | 1 | 1 | -0.2 | 1.29 | 1 | -8.8 | 1 | 0.2 |

Quoted from above, 3 compounds:
| structure | FLuc stim CS | APP 5'UTR act | bIAP activator | TNAP act hiacc | TNAP inh no acc | NF-kB expr up | PMI activator | FLuc inhib CS | PMI act satM6P | TNAP inh hi DEA |
| --- | --- | --- | --- | --- | --- | --- | --- | --- | --- | --- |
| Cc1ccc(-c2nnc(NCc3ccccc3)c3ccccc23)cc1 | 1 | 0.5 | 0.9 | 1 | -3.9 | 1.03 | 0.8 | -1.4 | 0.9 | -1.0 |
| CCOc1[nH]n(-c2ccccc2)c(=O)c1C=Nc1ccccc1 | 1 | 23.6 | 1 | 1 | -11.9 | 1.08 | 1.1 | -2.2 | 1.1 | -3.0 |
| CCCCOC(=O)c1ccc(S(N)(=O)=O)o1 | 1.1 | -10.4 | 1 | 1 | -0.2 | 1.29 | 1 | -8.8 | 1 | 0.2 |

(continued)
| structure | FLuc stim CS | APP 5'UTR act | bIAP activator | TNAP act hiacc | TNAP inh no acc | NF-kB expr up | PMI activator | FLuc inhib CS | PMI act satM6P | TNAP inh hi DEA |
| --- | --- | --- | --- | --- | --- | --- | --- | --- | --- | --- |
| O=C(NCc1ccccn1)c1ccc(COc2ccc(Cl)cc2)o1 | 1 | -4.0 | 1 | 1 | -4.2 | 0.98 | 0.9 | -3.5 | 1 | 2.3 |
| COCC(C)NC(=O)CCSc1nc(-c2ccc(OC)cc2)cc(C(F)(F)F)n1 (configuration not stated) | 1 | 5.4 | 1.1 | 1 | -9.6 | 0.88 | 1 | -0.8 | 1 | -2.8 |
| NNc1nc2c(Cl)ccc(Cl)c2s1 | 1.1 | -11.7 | 1 | 1 | -0.8 | 0.85 | 0.9 | -6.8 | 0.9 | 4.4 |
| CCC(=O)Nc1ccccc1-c1nnn(CC(=O)N2c3ccccc3CC2C)n1 (configuration not stated) | 1 | -11.3 | 1 | 1 | -8.9 | 0.63 | 0.9 | -0.5 | 1 | -3.8 |
| Cc1ccc(N(CCCCN2C(=O)c3ccccc3C2=O)C(=O)c2cccs2)cc1 | 1.1 | 11.3 | 1 | 1 | -8.9 | 0.77 | 0.8 | -6.6 | 0.9 | -4.1 |
| O=[N+]([O-])c1cc(C(F)(F)F)ccc1N1CCC(O)CC1 | 1 | 6.0 | 1 | 1 | 2.0 | 1.15 | 0.9 | -2.6 | 1 | -1.4 |
| CCN(CCn1cccn1)C(=O)c1cc(COc2cccc3cccnc23)on1 | 1 | 13.8 | 1 | 1 | -7.9 | 1.05 | 1 | 0.2 | 1.1 | -1.8 |
| CCc1noc(C)c1C(=O)Nc1nnc(C2CCCCC2)s1 | 1.1 | 3.4 | 1 | 1 | 14.5 | 1.51 | 1.1 | -7.4 | 1 | -2.7 |
| Cn1cc(CN2CCCC(CNC(=O)c3ccc4c(c3)OCO4)C2)c2ccccc21 (configuration not stated) | 1.1 | -21.0 | 1.1 | 1 | -5.9 | 0.92 | 0.9 | -5.1 | 0.9 | -1.9 |
| O=C(c1ccccc1)c1ccc(Oc2ncccn2)cc1 | 1 | 11.9 | 0.9 | 1 | -10.5 | 1.55 | 0.9 | -1.1 | 0.9 | 1.3 |
| CCCCc1c(C)nc2ccccc2c1SCCC#N | 1.1 | 3.9 | 1.9 | 0.9 | -5.9 | 0.7 | 1.1 | -5.0 | 1.3 | 9.5 |
| Cc1onc(-c2ccccc2Cl)c1C(=O)Nc1cnn(Cc2ccccc2)c1 | 1 | / | 1 | 1 | -7.1 | / | 0.9 | -1.5 | 1 | -3.1 |
| COc1ccccc1NC(=O)CN1CCN(CC(=O)Nc2ccc(F)cc2)CC1 | 1 | 5.5 | 1 | 1.1 | -2.3 | 0.95 | 1.1 | -2.5 | 1.1 | -9.1 |
| Cc1nnsc1NC(=O)OCC(C)C | 1.1 | 4.7 | 1 | 1 | -14.1 | 1.11 | 1 | -5.8 | 1 | -2.8 |
| O=C(NCCC1=CCCCC1)C(=O)NCC(c1ccco1)N1CCN(c2ccccc2)CC1 (configuration not stated) | 1 | -2.8 | 1 | 1 | -9.7 | 0.92 | 0.8 | -1.9 | 0.9 | -1.6 |
| O=C(O)CCCNc1c(C(=O)Nc2ccc(Cl)cc2)cc([N+](=O)[O-])cc1[N+](=O)[O-] | 1 | 0.2 | 1.1 | 1 | -6.3 | 1.16 | 1 | 0.4 | 0.7 | 0.0 |
| Cc1ccccc1/C=N/Nc1ccnc2cc(Cl)ccc12 | 1 | 2.7 | 0.7 | 1 | -1.3 | 1.35 | 1 | -0.7 | 1 | -2.5 |
| Cc1cc(NS(=O)(=O)c2ccc(NC(=O)C(c3ccccc3)c3ccccc3)cc2)no1 | 1 | 16.3 | 0.9 | 1 | -11.1 | 1.45 | 1 | -3.3 | 1 | -3.6 |
| COc1ccccc1N1C(=O)S/C(=C\c2cc(C)n(C)c2C)C1=O | 1 | 43.6 | 1.1 | 1 | -9.2 | 1.71 | 0.8 | 1.4 | 0.5 | -0.8 |
| Cc1ccccc1CSc1nnc(-c2cccs2)n1Cc1ccco1 | 1.1 | 2.9 | 0.8 | 1 | -7.8 | 0.91 | 1 | -8.6 | 1 | -4.9 |
| COc1cccc(-c2ccc(-c3noc(-c4cccs4)n3)c(OC)n2)c1 | 1 | 1.3 | 0.9 | 1 | -10.3 | 1.69 | 0.9 | -1.3 | 0.9 | -4.4 |

Not a hit list; about 3.6% have a hit in one of these screens.
